PfM18AAP inh = blocks P. falciparum M18 aspartyl aminopeptidase | hit rate 1.2% among 290,000 | inhibition, % at 7.35 µM | AID 1822 | recombinant PfM18AAP, H-Glu-NHMec fluorogenic cleavage;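 active = inhibition above the campaign mean inhibition over all tested compounds plus 3 SD, cut at about 28% in these data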;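 also: 0% = plate median of test compound wells and 100% = 2 mM ZnCl2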
VIM-2 inhibitor = inhibitors of Pseudomonas aeruginosa VIM-2 metallo-beta-lactamase; purified VIM-2, nitrocefin hydrolysis, epi-absorbance fluorescence; inhibition, % at 5.6 µM; hit rate 0.89% among 290,000;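 active = inhibition above the mean of all tested compounds plus 3 SD, cutoff set per screening run, cut at about 7.5% in these data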;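 also: red hydrolysis product quenches plate fluorescence so inhibitors raise well fluorescence; 0% = enzyme with DMSO and 100% = DMSO without enzyme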
NS3 helicase inh = blocks Hepatitis C virus NS3 helicase unwinding. NS3 helicase DNA unwinding, Cy5 molecular beacon fluorescence. inhibition, % at 10.9 µM. hit rate 0.56% among 290,000. AID 1800;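 active = inhibition above the mean of all tested compounds plus 3 SD, set per campaign, cut at about 35% in these data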;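 also: 0% = DMSO wells and 100% = thioflavine S control wells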
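System: NS3 helicase fragment of HCV / Schedule: 1 h at 25 °C / Control set: DMSO alone as 0% and 110 µM thioflavine S as 100% / Reagent: Cy5/quencher beacon DNA duplex and ATP to start / Technique: Cy5 fluorescence / Replication: singlicate / Evaluation: % inhibition of end-to-start signal ratio versus controls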
FID counter = fluorescent intercalator displacement, NS3 helicase counter-screen; DNA fluorescent intercalator displacement, fluorescence; hit rate 0.17% among 290,000; inhibition, % at 7.9 µM; in the data active = inhibition above about 37%;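 also: 0% = vehicle and 100% = reference compound; higher means more ethidium bromide displaced from hairpin DNA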
MEKK2 WT-MEK5 = raises or lowers MEK5 binding to wildtype human MEKK2 PB1 domain. Q9Y2U5. bead flow cytometry, Alexa488-MEK5 binding to MEKK2 WT; actives lie on both sides. binding response (% of control), % at 10 µM. hit rate 1.1% among 290,000. AID 1531; in the data active = binding response below about 67% or above about 130%
NALP1 yeast inh = blocks the NALP1 inflammasome reconstituted in yeast; S. cerevisiae NALP1/ASC/caspase-1 growth, X-gal OD620, 72 h; inhibition, % at 10 µM; hit rate 0.61% among 280,000; AID 2071; in the data active = inhibition mostly above about 24%, no sharp cut-off; inactive = mostly below about 32%; also: some compounds called inactive have numbers as strong as hits
MEKK2 mut-MEK5 = signal of MEK5 binding to mutant human MEKK2 PB1 domain. bead flow cytometry, Alexa488-MEK5 binding to MEKK2 mutant. percent response, % at 10 µM. hit rate 0.35% among 290,000; in the data active = percent response above about 24%, passing the limit was not always enough; also: inactives centre near 1; some results filed as inactive read as strong as hits
IMP-1 inh = inhibitors of Pseudomonas aeruginosa IMP-1 metallo-beta-lactamase | purified IMP-1, nitrocefin hydrolysis, epi-absorbance fluorescence | hit rate 0.45% among 290,000 | AID 1556 | inhibition, % at 5.6 µM;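 active = inhibition above the mean plus 3 SD of all compounds in the same screening run, cut at about 4.5% in these data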;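 also: 0% = IMP-1 with DMSO and 100% = DMSO wells lacking enzyme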
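System: purified IMP-1; amount: IMP-1 0.2 nM before substrate addition; compound: single dose, 5.6 µM; times: 25 °C, 15 min preincubation, 25 min reaction; signal: Epi-absorbance via hydrolysed-nitrocefin quenching of white-plate fluorescence, 480/530 nm, EDTA stop; benchmarks: DMSO with and without IMP-1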
SUMO HTRF inh = inhibitors of human SUMOylation (UBC9). P63279. HTRF SUMOylation assay, SAE1/SAE2 + UBC9, in vitro. hit rate 0.36% among 290,000. inhibition, % at 35 µM. AID 2006; in the data active = inhibition above about 50%, passing the limit was not always enough; also: strong numbers were not always called active
Target sequence (P63279 whole entry, looked up): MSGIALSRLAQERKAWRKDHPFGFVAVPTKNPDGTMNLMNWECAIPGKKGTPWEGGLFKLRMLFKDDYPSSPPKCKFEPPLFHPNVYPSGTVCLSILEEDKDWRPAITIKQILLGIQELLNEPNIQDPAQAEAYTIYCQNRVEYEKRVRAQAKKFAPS
Numbers without * were called inactive; nt = not tested or not shown.

SMILES	PfM18AAP inh	VIM-2 inhibitor	NS3 helicase inh	FID counter	MEKK2 WT-MEK5	NALP1 yeast inh	MEKK2 mut-MEK5	IMP-1 inh	SUMO HTRF inh
Cc1ccc(-c2nnc(Nc3ccc(C(=O)N(C)C)cc3)c3ccccc23)cc1S(N)(=O)=O	3	1.0	-5	-37	100	27	2	-1.4	25
COCCCn1c(=O)c2sccc2n2c(CCCC(=O)N3CCN(c4ccccn4)CC3)nnc12	3	5.8	1	-49	104	12	6	-3.2	14
Cc1cc(C)c(NC(=O)CSc2nc3[nH]ncc3c(=O)[nH]2)c(C)c1	24	-2.2	-17	-2	102	6	-1	-2.6	8
Cc1cc(C)c(S(=O)(=O)N2CCCC(C(=O)NCc3ccccn3)C2)c(C)c1 (stereo not drawn)	-3	-3.3	-2	-27	98	12	-2	-5.3	11
COCC(C)NS(=O)(=O)c1ccccc1 (stereo not drawn)	2	-4.3	2	-6	100	14	-1	-3.4	14
CCOc1ccc(OCc2nnc(SCC(=O)NC3CCS(=O)(=O)C3)n2-c2ccc(Cl)cc2)cc1 (stereo not drawn)	-13	-0.7	-10	-33	92	22	-3	-1.7	-2
CCC1CCCCN1CCCNC(=O)C1CCC(CNS(=O)(=O)c2c(C)cc(C)cc2C)CC1 (stereo not drawn)	-5	1.2	-82	26	101	8	-6	0.1	11
Cc1cc([N+](=O)[O-])ccc1NCc1ccc2c(c1)OCCO2	-8	0.3	4	2	103	19	2	-0.4	12
CCOc1ccc(C(=O)NC2CCN(S(=O)(=O)CC)CC2)cc1	3	-2.2	4	-5	98	19	-2	-0.9	24
Cc1ccc(NC(=O)CSCC(=O)Nc2ccc(S(=O)(=O)N3CCOCC3)cc2)cc1	0	-1.7	6	-12	101	6	6	-3.3	4
N#Cc1c(N)n(CCOC(=O)c2cccc([N+](=O)[O-])c2)c2nc3ccccc3nc12	0	-0.6	9	3	109	-5	7	-2.3	-29
O=C(CCSCc1ccccc1F)NCCc1ccccc1	1	-3.3	-5	-20	97	1	-1	-3.1	-11
Cc1ccc(Cl)c2c1=NC(=O)C=2c1[nH]c(=S)[nH]c1O	10	2.5	-9	7	nt	-29	nt	6.4*	-14
CC(C)OC(=O)C(=O)NNc1ccccc1	-9	-0.6	1	-3	95	37	-2	-0.8	8
COc1ccc(C=Nc2cccc3ncccc23)cc1	14	-4.2	9	-1	81	6	-15	-2.7	95
CSc1nc(N)c2c(n1)OC(N)=C(C#N)C2c1cccnc1 (stereo not drawn)	-12	-1.2	-6	-4	95	14	-3	-0.4	3
COc1cc(C2Nc3ccc4ncccc4c3C3=C2C(=O)CC(C)(C)C3)cc(OC)c1O (stereo not drawn)	8	2.8	10	-21	98	1	0	-0.1	16
CC(C)(C)NC(=O)C(c1ccco1)N(C(=O)c1csnn1)c1ccccc1 (stereo not drawn)	7	-3.6	-3	-9	99	9	0	-2.2	12
COC(=O)NNC(=O)c1ccc(C)cc1	2	-1.1	0	-5	88	14	-9	-1.4	-12
COc1ccc(Nc2ncnc3scc(-c4ccc(OC)cc4)c23)cc1	5	-2.6	-19	-8	102	20	0	-2.5	20
COc1ccccc1N1CCN(C2CCCN(C(=O)CCc3cnccn3)C2)CC1 (stereo not drawn)	-3	-5.5	16	-16	102	-4	3	-2.2	6
O=C(COC(=O)CN1C(=O)c2ccccc2C1=O)Nc1ncc(Cl)cc1Cl	4	2.2	0	-4	nt	7	nt	-3.7	4
CC(C)(C)c1ccc(S(=O)(=O)NCC(=O)Nc2sc3c(c2C(N)=O)CCCC3)cc1	-6	-3.0	11	-2	101	19	4	-5.8	-7
Cc1ccc(NC2=NCC(=O)N2Cc2ccccc2)c(C)c1	-2	-1.2	0	-6	103	-13	-5	-2.9	-29
COc1cc(C2N(Cc3ccccc3)CCN2Cc2ccccc2)ccc1OC(C)=O	9	1.8	-4	6	110	-2	9	-2.0	11
O=C(Nc1ccccc1)c1ccc(Cn2cc(C(F)(F)F)ccc2=O)cc1	-9	0.9	-4	-13	95	10	1	1.2	8
Cc1onc(-c2ccccc2)c1C(=O)Nc1ccc(S(=O)(=O)NC(C)(C)C)cc1	2	-1.7	-3	-20	95	4	-2	-3.8	9
O=c1c2cn(Cc3ccccc3)c3ccccc3c-2nn1Cc1ccc(F)cc1Cl	-1	-1.2	-11	-8	97	3	-3	-1.5	26
CCOC(=O)c1cccc(NC(=O)C2CCCN2S(=O)(=O)c2cccc3cccnc23)c1 (stereo not drawn)	-2	0.7	-2	-17	96	-1	0	-0.5	4
COc1ccc(OC)c(NC(=O)c2ccc(OC3CSC3)cc2)c1	1	-1.2	-6	-18	94	-2	1	-1.6	6
COc1cc(OCC(=O)NC(C)C)cc2c1C(=O)O[C@@H](C)CCCC(=O)CCCCC2	-8	-2.4	13	-45	99	19	5	-2.8	-2
O=S(=O)(c1ccc(Cl)cc1)N1CCSC1c1ccco1 (stereo not drawn)	-4	-1.2	-4	-4	89	-2	-8	2.9	8
O=C(/C=C/c1ccc(Br)cc1)N1CCN(c2cccc(C(F)(F)F)c2)CC1	-6	-3.0	-1	-4	102	33	11	-1.5	-17
O=C(Cc1cc2ccccc2o1)NCc1ccc(F)cc1	-2	-2.2	4	-7	107	27	7	-3.7	-1
CC(=O)N1N=C(c2ccc(C)cc2)OC1c1ccc(Br)cc1 (stereo not drawn)	-5	-2.0	-1	-6	82	10	-15	-0.1	-21
O=C(Cc1c[nH]c2ccccc12)Nc1cccc(S(=O)(=O)N2CCCCC2)c1	1	-4.0	-27	-3	91	4	-7	-1.6	4
O=C1NCCN(Cc2ccc(F)cc2)C1CC(=O)N1CC=C(c2ccccc2)CC1 (stereo not drawn)	21	2.0	34	-15	102	nt	0	-0.1	3
O=C(O)c1ccc(-c2nnc(-c3ccc([N+](=O)[O-])cc3)o2)cc1	-1	-2.5	-1	1	115	9	26*	-2.2	-4
COc1ccc2c(c1)c(C(=O)O)c(C)n2CCc1ccc(OC)c(OC)c1	-5	1.1	-10	-30	105	4	2	-4.3	13
C=CCN1C(=O)C(O)(CC(=O)c2ccccc2)c2ccccc21 (stereo not drawn)	1	-3.1	1	-7	102	1	-3	-1.6	-32

A second format for part of the listing above:
Screens in order – PfM18AAP inh | VIM-2 inhibitor | NS3 helicase inh | FID counter | MEKK2 WT-MEK5 | NALP1 yeast inh | MEKK2 mut-MEK5 | IMP-1 inh | SUMO HTRF inh
> COc1cc(C2N(Cc3ccccc3)CCN2Cc2ccccc2)ccc1OC(C)=O
    9 | 1.8 | -4 | 6 | 110 | -2 | 9 | -2.0 | 11
> O=C(Nc1ccccc1)c1ccc(Cn2cc(C(F)(F)F)ccc2=O)cc1
    -9 | 0.9 | -4 | -13 | 95 | 10 | 1 | 1.2 | 8
> Cc1onc(-c2ccccc2)c1C(=O)Nc1ccc(S(=O)(=O)NC(C)(C)C)cc1
    2 | -1.7 | -3 | -20 | 95 | 4 | -2 | -3.8 | 9
> O=c1c2cn(Cc3ccccc3)c3ccccc3c-2nn1Cc1ccc(F)cc1Cl
    -1 | -1.2 | -11 | -8 | 97 | 3 | -3 | -1.5 | 26

(listing goes on)
SMILES	PfM18AAP inh	VIM-2 inhibitor	NS3 helicase inh	FID counter	MEKK2 WT-MEK5	NALP1 yeast inh	MEKK2 mut-MEK5	IMP-1 inh	SUMO HTRF inh
COc1ccc(-c2nc(C#N)c(NCc3ccc(F)cc3)o2)cc1OC	-1	1.4	-31	-4	102	16	5	-0.5	5
Cn1ccc(NC(=O)Nc2ccc(Cl)cc2Cl)n1	-5	-0.4	-1	5	90	38	-3	-1.8	2
CCc1nnc(NC(=O)C2CC(=O)N(C3CCCCC3)C2)s1 (stereo not drawn)	-2	-0.5	5	-16	104	10	4	-1.0	8
O=C(CN(C(=O)c1csnn1)c1ccc(Cl)cc1)NC1CCCC1	-1	-2.7	4	-6	100	9	3	-2.5	7
COCCN(C(=S)Nc1cccc(OC)c1)C1CCN(C(C)C)CC1	4	-2.9	3	5	108	29	0	-1.8	0
O=C(Nc1ccccc1)N1CCSc2ccccc21	0	0.4	19	0	72	17	-22	1.3	8
Cc1cc(NS(=O)(=O)c2ccccc2)no1	-13	-2.6	-6	0	110	18	11	-2.0	-4
O=S(=O)(Cc1ccccc1)Nc1ccccc1Br	-6	-1.4	-2	-6	102	2	11	-3.5	8
O=C(Cn1nc(-c2ccccc2)ccc1=O)NCCCN1CCOCC1	2	-2.6	-10	-1	81	nt	-9	-3.8	4
CCC(CC)c1nnc(NC(=O)C2CC(=O)N(C3CCCC3)C2)s1 (stereo not drawn)	27	-4.2	4	-40	95	-7	-1	-2.9	2
CCOC(=O)C(=O)N1CCC(Cc2ccccc2)CC1	4	-4.7	2	-13	100	-8	7	-1.2	6
CCCCN(CCNP(=O)(OCC)OCC)CP(=O)(OCC)OCC	-21	1.6	1	-22	110	14	3	-0.6	8
COc1ccc(C)cc1NC(=O)CN1C(=O)COc2ccc(S(=O)(=O)N3CCCCCC3)cc21	-7	-1.9	-7	-40	100	3	8	-4.5	1
Cc1ccc(C(=O)O)cc1-c1ccc(/C=C2/NC(=O)N(c3ccccc3)C2=O)o1	19	-3.6	16	-16	100	-4	-1	-1.2	1
COC(=O)C1=C(C)NC(=O)NC1c1ccc(OC(=O)c2ccco2)cc1 (stereo not drawn)	0	1.0	0	-7	101	18*	1	-4.0	12
Cc1ccc(NS(=O)(=O)c2ccc(C(=O)OCC(=O)Nc3cc(C)on3)cc2)cc1	27	-6.2	1	-4	88	4	-12	-4.1	-7
CC1Cc2ccccc2N1C(=O)C1CCCCN1S(=O)(=O)c1ccccc1 (stereo not drawn)	6	-4.3	-7	-14	99	0	5	-1.9	-2
Oc1c(CN2CCOCC2)ccc2ccccc12	9	-4.2	15	-1	nt	-7	nt	-1.9	42
Cc1cc(C)cc(-n2ncc3c2CCCC3NC(=O)C2(C(N)=O)CC2)c1 (stereo not drawn)	-16	-0.2	10	-29	101	8	4	-0.9	13
COc1ccc(NC(=S)Nn2cnnc2)c(OC)c1	72*	-3.6	-4	-2	94	-3	0	-5.1	1
O=C(O)/C=C/C(=O)Nc1ccc(C(=O)c2ccccc2)cc1	-1	0.9	2	1	103	-8	6	-2.3	9
COc1ccc(C(=O)NCCn2cc(SCC(=O)NCc3ccco3)c3ccccc32)cc1	2	0.3	-3	-22	103	14	1	-1.0	-21
O=S(=O)(Cc1cc(N2CCOCC2)nc(-c2ccccn2)n1)c1ccccc1	5	2.0	-11	-14	89	22*	-9	-7.0	4
CCCc1nc(SCC(=O)c2ccc(F)cc2)c2ccccc2n1	7	-1.4	-21	-5	97	5	-2	-2.6	-1
Cc1[nH]c(=O)[nH]c(=O)c1S(=O)(=O)Nc1ccc(Cl)c([N+](=O)[O-])c1	2	-0.8	8	-5	105	-7	8	-3.3	-2
CCc1nnc(NC(=O)CCC(=O)N2CCCC(O)C2)s1 (stereo not drawn)	-8	0.2	-1	-1	102	17	2	-1.9	-9
Cn1c2ccccc2c2cc(C(=O)NNC(=O)CCl)sc21	10	-3.3	14	-4	101	-6	3	-3.7	4
CC(=O)N1CCN(c2ccc(NC(=S)NC(=O)c3ccc(C)c([N+](=O)[O-])c3)cc2)CC1	-6	-0.5	-7	-22	93	nt	-20	-0.2	17
CN(C)c1ccnc(Nc2ccc(F)cc2)c1C#N	3	-2.6	-2	-2	98	0	5	-2.5	20

Screens deposited in PubChem BioAssay by several laboratories.
